# Diaphorase inh: counter-screen for diaphorase-based assays: diaphorase inhibitors and chemical oxidizers. diaphorase resazurin-to-resorufin fluorescence, NADH, 16 min; bacterial (C. kluyveri) enzyme, not human. inhibition, % at 20 µM. 190,000 compounds, 0.69% hits. AID 1217;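 active means primary screen inhibition at 20 µM above a set limit, cut at about 50% in these data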;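 further: plate controls were DMSO with full reaction for no effect and wells lacking NADH for full effect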
#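 Test system: Clostridium kluyveri diaphorase enzyme / Quantity: diaphorase at 0.14 U/mL in enzyme working solution / Incubation: 16-min room-temperature incubation before reading / Benchmarks: NADH-free wells as positive control, DMSO-only neutral wells / Signal: resorufin fluorescence 544/590 nm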
# PPARg SRC1 recr: agonists of human PPARgamma SRC-1 coactivator recruitment. P37231. PPARgamma-SRC-1 coactivator recruitment biochemical assay. 200,000 compounds, 0.41% hits. activation, % at 8 µM; in the data active means activation above about 19%;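 further: 0% = DMSO and 100% = reference agonist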
# Target sequence (P37231 whole entry, looked up): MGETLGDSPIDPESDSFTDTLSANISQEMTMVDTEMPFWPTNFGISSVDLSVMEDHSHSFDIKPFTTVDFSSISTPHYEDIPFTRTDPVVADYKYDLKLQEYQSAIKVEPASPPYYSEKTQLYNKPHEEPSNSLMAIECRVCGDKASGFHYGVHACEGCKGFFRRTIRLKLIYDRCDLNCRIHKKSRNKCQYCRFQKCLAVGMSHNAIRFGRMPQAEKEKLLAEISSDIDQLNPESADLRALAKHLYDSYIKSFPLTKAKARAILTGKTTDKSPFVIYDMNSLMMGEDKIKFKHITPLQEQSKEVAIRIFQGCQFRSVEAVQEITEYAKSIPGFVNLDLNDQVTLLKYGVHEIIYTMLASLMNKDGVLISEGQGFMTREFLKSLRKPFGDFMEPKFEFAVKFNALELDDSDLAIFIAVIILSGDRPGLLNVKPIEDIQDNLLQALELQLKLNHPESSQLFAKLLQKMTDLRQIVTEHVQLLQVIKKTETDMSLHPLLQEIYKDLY
# G6PDH counter: counter-screen for G6PDH assay hits: L. mesenteroides G6PDH inhibition | Purified L. mesenteroides G6PDH, diaphorase/resazurin coupled fluorescence, 45 min | inhibition, % at 5 µM | 200,000 compounds, 0.12% hits | AID 1020; in the data active means inhibition above about 50%
# PPARg SRC3 recr: agonists of human PPARgamma SRC-3 coactivator recruitment; P37231; biochemical PPARgamma/SRC-3 coactivator recruitment assay; activation, % at 8 µM; 200,000 compounds, 0.26% hits; AID 731; in the data active means activation above about 23%;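 further: 0% = DMSO and 100% = reference agonist; some compounds past the cut are filed as inactive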
# Diaphorase act: counter-screen for diaphorase-based assays: diaphorase activators and chemical reducers | Diaphorase/resazurin coupled assay, resorufin fluorescence, 16 min; stronger effect = higher value; 1 = vehicle wells, 0 = NADH-free wells | activation factor at 20 µM | 190,000 compounds, 0.005% hits | AID 1229;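 active means diaphorase activity raised at least twofold by the compound at 20 µM; inactive means activation factor below 2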
#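 test system = bacterial diaphorase enzyme (C. kluyveri) | quantity = enzyme 0.07 U/mL final | reagent = NADH substrate 0.114 mM plus resazurin dye 0.1 mM, final | incubation = 16 min enzyme reaction, ambient temperature | buffer or medium = HEPES pH 7.4 buffer with MgCl2 and Tween 20 | signal = fluorescence of resorufin, 544 nm excitation, 590 nm emission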
# ROMK primary: human ROMK K+ channel modulation, primary screen | P48048 | Tet-inducible ROMK, thallium flux fluorescence; actives lie on both sides | B-score at 10 µM | 130,000 compounds, 2% hits | AID 1918;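 active means signal ratio slope over the read window, or its plate-corrected B-score, at least 3 SD from the plate mean, either direction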;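 further: B-score of the F/F0 ratio slope over 7 to 12 s after thallium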
# PMI activator: increases human mannose-6-phosphate isomerase activity | purified human PMI, coupled resazurin fluorescence, 20 min; stronger effect = higher value; 1 = vehicle control, 0 substrate-free wells | 190,000 compounds, 0.005% hits | activation factor at 20 µM | P34949;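 active means activation factor of 2 or more at 20 µM, relative to plate controls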
# Target sequence (P34949 whole entry, looked up): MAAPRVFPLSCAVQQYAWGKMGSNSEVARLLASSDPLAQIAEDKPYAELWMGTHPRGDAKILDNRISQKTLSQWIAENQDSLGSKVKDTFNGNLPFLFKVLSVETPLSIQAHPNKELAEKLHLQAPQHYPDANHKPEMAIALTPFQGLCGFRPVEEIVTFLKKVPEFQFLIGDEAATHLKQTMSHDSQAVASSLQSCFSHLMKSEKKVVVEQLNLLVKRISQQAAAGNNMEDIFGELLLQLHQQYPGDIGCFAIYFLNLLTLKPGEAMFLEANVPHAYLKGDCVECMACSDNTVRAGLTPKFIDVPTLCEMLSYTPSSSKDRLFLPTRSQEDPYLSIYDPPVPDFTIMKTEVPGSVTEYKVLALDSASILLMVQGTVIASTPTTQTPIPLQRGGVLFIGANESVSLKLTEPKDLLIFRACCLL
# SRC2 TRFRET art: counter-screen for PPARgamma SRC-2 recruitment agonists: TR-FRET artefact; AID 1049; stronger effect = higher value; TR-FRET ratio at 8 µM; 200,000 compounds, 0.4% hits; in the data active means TR-FRET ratio above about 2000; further: inactives centre near 1500
# S1P3 antag: blocks the human S1P3 receptor | 170,000 compounds, 0.27% hits | inhibition, % at 4.98 µM | Q99500 | CHO S1P3 NFAT-BLA reporter, FRET fluorescence, antagonist mode | AID 485;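 active means inhibition above the plate cutoff, the mean inhibition of test wells on that plate plus 3 SD, cut at about 28% in these data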;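 further: cells challenged with S1P at its EC80 of 0.8 µM; blue over green emission ratio from cleaved BLA substrate after 4 h stimulation; 0% = S1P-stimulated wells and 100% = unstimulated DMSO-only wells; some compounds past the cut are filed as inactive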
# PMI act hi M6P: PMI (human) activation, high substrate | activation factor at 20 µM | 190,000 compounds, 0.34% hits | coupled PMI enzyme assay, resazurin fluorescence, 20 min; stronger effect = higher value; 1 = untreated enzyme, 0 = substrate-free blank | AID 1216;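 active means activation factor of 2 or more at 20 µM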
#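 Technique: Diaphorase-driven resazurin-to-resorufin fluorescence, excitation 544, emission 590 nm | Assay system: Human PMI in coupled enzyme assay | Times: Enzyme reaction with compound 20 min at room temperature | Medium: HEPES-buffered pH 7.4 with magnesium and detergent | Reagent: Mannose-6-phosphate 1.0 mM (near-saturating) plus 0.22 mM NADP+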
# PPARg SRC-2 ag: agonists of SRC-2 recruitment by human PPARgamma. activation, % at 8 µM. AID 1032. PPARgamma LBD-SRC-2 recruitment, biochemical. 200,000 compounds, 0.34% hits. P37231; in the data active means activation above about 22%;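 further: 0% = vehicle and 100% = reference agonist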
# An asterisk follows results filed as active; x = not tested or not shown.
SMILES,Diaphorase inh,PPARg SRC1 recr,G6PDH counter,PPARg SRC3 recr,Diaphorase act,ROMK primary,PMI activator,SRC2 TRFRET art,S1P3 antag,PMI act hi M6P,PPARg SRC-2 ag
CCCNC(=O)CCCCn1c(=S)[nH]c2c([nH]c3ccc(OC)cc32)c1=O,-1,12,-5,9,1,0.069,1.2,1703,-14,1.1,8
C[C@]1(C(=O)NCc2cc(F)cc(C(F)(F)F)c2)C=C[C@@H](Cc2ccccc2)N1C(=O)c1ccccc1,12,0,24,5,0.9,-0.78,1,1477,3,1,12
CC(C)[C@@H](C(=O)N1CCNCC1)n1cc(CCO)nn1,-6,5,5,1,1.1,x,1.1,1484,5,1.1,2
COc1ccc(N(CC(=O)NCc2ccc(C)cc2)S(=O)(=O)c2c(C)nn(C)c2C)cc1,4,-2,15,3,1,-0.24,1,1425,1,0.9,1
CCN(CC(=O)NCc1cccs1)S(=O)(=O)c1ccc(NC(C)=O)cc1,1,0,6,-2,1,-0.12,1,1701,4,1,4
CCN(CC)C(=O)/C(=C\c1ccncc1)NC(=O)c1ccccc1,4,-4,6,4,1,-0.44,1,1435,-15,1,-2
O=C1CC(c2ccccc2)Cc2nc(N3CCc4ccccc43)ncc21 (centres undefined),x,-8,x,-10,x,x,x,1455,10,x,-2
CN1CCCc2cc(C#N)c(=O)[nH]c21,6,-2,11,5,0.9,0.67,0.9,1469,13,0.9,2
COc1ccccc1C1CC(c2c(-c3ccccc3)c3cc(Cl)ccc3[nH]c2=O)=NN1S(C)(=O)=O (centres undefined),22,5,13,-10,0.8,x,0.8,1383,x,0.8,7
COC(=O)c1cc2occc2n1CC(=O)Nc1ccc(OC)c(OC)c1,8,14,1,0,0.9,x,1,1671,-2,1,9
O=C(Nc1ccc(Cl)cc1)C1CC2CCCC(C1)C2=O (centres undefined),14,0,6,-4,0.9,0.078,1.1,1477,-8,1.1,4
O=C(NCCC1=CCCCC1)C(=O)NCC1OCCCN1S(=O)(=O)c1cc(F)ccc1F (centres undefined),-1,9,14,8,1,-0.57,1,1652,4,1,1
CCN(CCNc1ccc(Cl)cc1[N+](=O)[O-])C(=O)c1cc([N+](=O)[O-])c(N(C)C)cc1OC,13,11,-20,-1,0.9,x,0.9,1517,x,0.9,-5
O=C(OCCCCN1C(=O)c2ccccc2C1=O)c1ccc(Br)o1,1,2,10,6,1,x,0.9,1544,-11,1,11
COC(=O)c1ccccc1NC(=S)N(Cc1ccc2c(c1)OCO2)Cc1cc2ccc(C)cc2[nH]c1=O,24,9,-19,-3,0.8,-0.25,0.9,1837,-5,1,1
Cc1ccccc1S(=O)(=O)/N=C(/c1ccccc1)N1CCOCC1,5,0,10,3,1,0.76,1,1516,-17,1,4
COC(=O)c1ccccc1NC(=O)Nc1cc(C)ccn1,2,0,8,3,1,-0.28,1,1510,-2,1,-1
Cc1ccc(S(=O)(=O)NNC(=O)c2ccncc2)cc1,6,-4,-2,-3,0.9,-0.13,1,1456,-4,1,-8
O=S(=O)(Cc1ccccc1)Cc1cnc(Cl)s1,13,-7,-1,-1,0.9,-0.46,1,1501,-5,0.9,6
COc1ccc(NC(=O)COC(=O)c2ccc(OCc3ccc(Cl)cc3Cl)c(OC)c2)c(OC)c1,11,-2,-38,-5,0.9,x,0.8,1574,2,0.8,3
CCN1CCN(C(=S)Nc2ccc(Cl)c(Cl)c2)CC1,11,3,12,-1,0.9,-0.17,1,1751,11,1,-6
Cc1[nH][nH]c(=O)c1C(c1cc([N+](=O)[O-])ccc1O)c1c(C)[nH][nH]c1=O,19,12,-8,3,0.8,x,0.9,1787,-13,0.7,19
COC(=O)c1ccc(C(=O)OC)c(NS(=O)(=O)c2ccc(NC(C)=O)cc2)c1,16,9,4,-4,0.8,x,1,1491,-57,1,6
Cc1ccc(NC(=S)N2CCN(c3ncccn3)CC2)c(C)c1,12,1,0,-5,0.9,x,0.9,1511,-20,1,4
Cc1nn(C)c(C(=O)Nc2ccc(Cn3cccn3)cc2)c1[N+](=O)[O-],8,4,2,-7,0.9,2.2,0.9,1473,x,0.9,0
c1ccc(-n2nnnc2NC2CCCCCC2)cc1,1,0,22,-3,1,x,1,1381,x,1,-4
CS(=O)(=O)c1nc2ccccc2n1Cc1ccccc1,2,3,2,-6,1,x,1,1570,x,1,5
O=C(COC(=O)c1cncc(Br)c1)NC1CCCCC1,-2,5,5,3,1,0.22,1.2,1440,3,1.1,1
COc1ccc2sc3ccccc3c(=O)c2c1,12,3,7,3,0.9,x,0.9,2220*,x,0.9,6
O=C(COC(=O)CNC(=O)c1ccccc1)Nc1nc(-c2ccccc2)cs1,14,1,-9,0,0.9,x,0.8,1657,-2,0.9,1
Cc1c(O)c2cccnc2[nH]c1=O,7,-1,5,-3,0.9,-0.42,1.1,1561,-10,1,-3
O=C(c1ccccc1)c1ccccc1C(=O)N1CCCC1,13,-5,4,9,0.9,x,0.8,1468,-1,0.9,1
O=C(Cn1ccccc1=O)c1ccc(Cl)cc1,2,-1,3,4,1,0.062,1,1534,7,1.1,0
COCCN(C(=S)Nc1ccc(OC)cc1)C1CCN(C(C)=O)CC1,0,3,-12,6,1,0.046,1,1683,-2,1,-2
O=C(OCC1OC2OC3(CCCCC3)OC2C2OC3(CCCCC3)OC12)c1ccccc1 (centres undefined),12,5,8,2,0.9,-0.33,0.8,1498,-5,0.9,10
CS(=O)(=O)NCCCCCCNS(C)(=O)=O,14,-3,-2,-1,0.9,-1,1.2,1514,-9,1.3,-1
Cc1onc(-c2ccccc2Cl)c1C(=O)NCCN1Cc2ccccc2C1=O,2,2,2,-6,1,0.17,1,1494,-23,1,4
Cc1ccc(C(=O)NCCCC(=O)O)o1,20,2,-10,10,0.8,x,0.9,1448,-13,0.8,3
COc1ccc(C2CC(c3ccc(Br)cc3)=NN2C(=S)Nc2ccccc2)cc1 (centres undefined),10,28*,0,22,0.9,0.33,0.9,2406*,19,0.9,26*
Cc1cc(C)n2cc(CSc3nc4ccccc4[nH]3)nc2n1,12,1,-14,3,0.9,x,1,1373,-7,1.1,-5
O=C(CNC(=O)c1cccs1)OCC(=O)c1ccc2ccccc2c1,8,-5,3,3,0.9,x,1,1722,x,0.9,10
COc1cc(NC(=O)c2ccco2)c(OC)cc1NC(=O)Nc1ccc(Cl)cc1,19,5,3,14,0.8,x,1,1915,18,0.9,16
CC(=O)Nc1ccc(OS(=O)(=O)c2ccc(C(C)(C)C)cc2)cc1,25,7,22,-2,0.7,-0.69,0.9,1376,-18,0.9,-4
COc1cc(NC(=O)c2ccc3c(c2)OCO3)ccc1NC(=O)c1ccco1,11,1,6,-7,0.9,0.95,0.9,1563,x,0.9,3
O=C(CSc1n[nH]c(-c2cccnc2)n1)OC1CCCCC1,3,15,12,3,1,x,1,1835,-3,1,8
Clc1cccc(/C=N/Nc2nnc(Cl)c3ccccc23)c1,0,4,-4,5,1,x,1.1,1570,x,1,7
Cn1c(O)c(C2=c3ccccc3=NC2=O)[nH]c1=S,-5,-4,-5,-1,1,x,1,1479,20,0.9,-3
Cc1oc(-c2cccc(Cl)c2)nc1CN1CCC(C(=O)NCCCN2CCCC2=O)CC1,4,3,2,-5,1,x,1,1605,-29,1,10
CC(C1CC1)N(Cc1ccccc1)C(=O)NC(=O)c1cccc(F)c1 (centres undefined),-5,2,5,-3,1,-0.1,1.2,1531,-21,1.2,1
O=C(Nc1cccc(F)c1)C1CCN(c2nnnn2-c2ccccc2)CC1,12,0,5,-5,0.9,x,0.9,1614,9,1,-1
CCOC(=O)CSc1nc(C)c(CC)c(C)c1C(N)=O,-3,4,20,-3,1,-0.35,1,1532,-23,1.1,2
N/C(COc1cccc(C(F)(F)F)c1)=N\NC(=O)c1cccnc1Oc1ccccc1,9,2,4,-2,0.9,x,1.1,1615,x,1.1,10
CC1=NNC(=O)C1C(c1ccccc1)C1C(=O)NN=C1C (centres undefined),-7,2,9,2,1.1,0.18,1,1575,-9,0.7,14
CN(C)/C=C/c1onc(-c2c(Cl)cccc2Cl)c1C#N,11,5,5,-2,0.9,-0.092,0.9,1731,-11,1,8
COc1ccccc1CNC(=O)/C=C/c1ccc(S(=O)(=O)N2CCOCC2)cc1,18,10,-2,0,0.8,-1.1,1.1,1530,6,1,-2
C=CCn1c(SCC(=O)Nc2cccc(C)c2)nnc1-c1cnccn1,7,-2,2,7,0.9,x,0.9,1638,2,0.9,-4
COC(=O)c1ccc(C(C(=O)NC2CCCCC2)N(CCc2ccccc2)C(=O)Cc2cccs2)cc1 (centres undefined),1,4,8,-1,1,0.83,0.9,1483,-3,1,6
CC(=O)N1CCc2cc(S(=O)(=O)NCCC(=O)N3CCN(c4ccccn4)CC3)ccc21,26,-1,-1,-5,0.7,0.0029,0.9,1553,x,0.9,2
CS(=O)(=O)Nc1ccc(C2=NN(S(C)(=O)=O)C(c3ccc4nccnc4c3)C2)cc1 (centres undefined),x,8,10,8,x,0.32,x,1819,-9,x,10
CCOC(=O)N1CCC(NC(=O)C2CCN(C(=O)c3cc4oc(C)cc4n3Cc3c(F)cccc3Cl)CC2)CC1,31,-2,4,2,0.7,1.8,0.9,1491,2,0.9,-3
CC(C)c1csc(CN2CCC(N3CCC(C(=O)NCC4CCCO4)CC3)CC2)n1 (centres undefined),6,8,4,0,0.9,0.16,0.9,1661,-24,0.9,0

# Complete entries, quoted from the list. Screens in order: Diaphorase inh, PPARg SRC1 recr, G6PDH counter, PPARg SRC3 recr, Diaphorase act, ROMK primary, PMI activator, SRC2 TRFRET art, S1P3 antag, PMI act hi M6P, PPARg SRC-2 ag
# Shown for `CN(C)/C=C/c1onc(-c2c(Cl)cccc2Cl)c1C#N` : 11, 5, 5, -2, 0.9, -0.092, 0.9, 1731, -11, 1, 8
# Shown for `CC(C)c1csc(CN2CCC(N3CCC(C(=O)NCC4CCCO4)CC3)CC2)n1` (centres undefined) : 6, 8, 4, 0, 0.9, 0.16, 0.9, 1661, -24, 0.9, 0
# Shown for `C=CCn1c(SCC(=O)Nc2cccc(C)c2)nnc1-c1cnccn1` : 7, -2, 2, 7, 0.9, x, 0.9, 1638, 2, 0.9, -4
# Shown for `COC(=O)c1ccc(C(C(=O)NC2CCCCC2)N(CCc2ccccc2)C(=O)Cc2cccs2)cc1` (centres undefined) : 1, 4, 8, -1, 1, 0.83, 0.9, 1483, -3, 1, 6

# Compound activity (PubChem)
